EP2 modulator = EP2 receptor modulators, cAMP readout, primary screen, cell-based, HTRF cAMP, PGE2 stimulation. induction, % at 25 µM. EP2-expressing cells, cAMP HTRF FRET, PGE2 co-stimulation. 260,000 compounds, 0.83% hits. AID 940, 2007;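 active means compounds whose cAMP rise, as percent of the full-agonist control response, exceeds 60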;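 further: rat C6 glioma line stably carrying human EP2 under a CMV promoter; the protocol text gives 20 µM as final concentration; 100% = response of wells given 1 µM PGE2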
Target sequence (P43116 whole entry, looked up): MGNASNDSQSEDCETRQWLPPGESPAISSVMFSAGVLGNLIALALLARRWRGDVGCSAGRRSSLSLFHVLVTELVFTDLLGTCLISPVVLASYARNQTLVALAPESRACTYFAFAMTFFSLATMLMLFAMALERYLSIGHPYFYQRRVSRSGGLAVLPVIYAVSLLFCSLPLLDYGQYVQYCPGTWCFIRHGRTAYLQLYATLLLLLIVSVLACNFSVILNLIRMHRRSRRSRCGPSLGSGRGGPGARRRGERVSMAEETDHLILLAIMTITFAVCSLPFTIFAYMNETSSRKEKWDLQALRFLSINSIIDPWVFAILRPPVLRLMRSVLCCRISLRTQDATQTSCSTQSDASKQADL
RBBP9 inhibitor = human RBBP9 inhibitors, primary screen, biochemical, fluorescence polarization, FP-Rh probe, HTS | recombinant RBBP9 | inhibition, % at 7.94 µM | Serine hydrolase RBBP9 (Homo sapiens), O75884 | 220,000 compounds, 0.2% hits;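 active means inhibition above the campaign mean of all tested compounds plus 3 SD, cut at about 14% in these data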;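 further: plate controls were DMSO wells with RBBP9 for no effect and wells lacking RBBP9 protein for full effect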
Target sequence (O75884 whole entry, looked up): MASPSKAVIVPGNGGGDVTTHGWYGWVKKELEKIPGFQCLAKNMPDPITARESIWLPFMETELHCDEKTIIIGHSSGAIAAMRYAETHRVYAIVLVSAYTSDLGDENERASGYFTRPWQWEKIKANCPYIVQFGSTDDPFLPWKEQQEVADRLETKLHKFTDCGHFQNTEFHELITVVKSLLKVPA
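Assay system: recombinant human RBBP9; Reagent: Serine-hydrolase probe FP-Rh, 375 nM pre-mixing; Doses: 7.94 µM single dose, 0.794% DMSO; Incubation: 30 min then 45 min, 25 °C; Detection: fluorescence polarization (mP), excitation 525 nm, emission 598 nm; Evaluation: percent inhibition from mP, scaled between DMSO and no-protein wells.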
L929 necroptosis = inhibitors of zVAD-triggered necroptosis, primary screen, L929 cells. 220,000 compounds, 0.38% hits. AID 1377, 2008. viability rescue, % at 10 µM. L929 zVAD necroptosis rescue, ATP luminescence, 24 h; with zVAD 60 µM;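 active means activation, scaled between plate controls, above about 75%, limit read from the data; inactive means activation under that limit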;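 further: 0% = zVAD with DMSO and 100% = DMSO alone without zVAD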
EP2 antag = human EP2 receptor antagonists, primary screen, TR-FRET cAMP, C6 glioma cells | 260,000 compounds, 0.52% hits | inhibition, % at 25 µM | C6 glioma cells expressing human EP2; cells stimulated with saturating PGE2 | Prostaglandin E2 receptor EP2 subtype (Homo sapiens), P43116 | AID 1422, 2008;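 active means percent inhibition above 40 after rounding to a whole number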;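 further: rat C6 glioma host cells with rolipram phosphodiesterase inhibitor present; the protocol text gives 20 µM as final concentration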
Runt-SMMHC FRET = inhibitors of RUNX1 Runt–CBFb-SMMHC binding, primary screen, biochemical, FRET, Cerulean-Runt, Venus-CBFb-SMMHC, uHTS; Runt-related transcription factor 1 (Homo sapiens) + Core-binding factor subunit beta …; Cerulean-Runt/Venus-CBFb-SMMHC FRET ratio 530/480, 1 h; inhibition, % at 20 µM; 220,000 compounds, 0.74% hits; AID 1434, 2008;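 active means mean inhibition across duplicate retests at 20 µM reaching about 50%, limit read from the data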;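 further: 0% = DMSO wells and 100% = wells with excess untagged CBFb-SMMHC; inhibitors lower the FRET ratio by blocking Runt binding to CBFb-SMMHC; some results filed as inactive read as strong as hits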
Hck Nef HTS = inhibitors of Nef-activated human Hck kinase, primary screen, biochemical, Z-Lyte FRET, 384-well, Hck-YEEI | Tyrosine-protein kinase HCK (Homo sapiens), P08631 | Recombinant Hck-YEEI plus Nef, Z-Lyte FRET kinase assay | inhibition, % at 20 µM | 220,000 compounds, 0.68% hits;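 active means Hck-Nef kinase inhibition above about 50%, limit read from the data; inactive means inhibition below that limit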;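 further: 0% = DMSO with Hck plus Nef and 100% = Hck alone without Nef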
Target sequence (P08631 whole entry, looked up): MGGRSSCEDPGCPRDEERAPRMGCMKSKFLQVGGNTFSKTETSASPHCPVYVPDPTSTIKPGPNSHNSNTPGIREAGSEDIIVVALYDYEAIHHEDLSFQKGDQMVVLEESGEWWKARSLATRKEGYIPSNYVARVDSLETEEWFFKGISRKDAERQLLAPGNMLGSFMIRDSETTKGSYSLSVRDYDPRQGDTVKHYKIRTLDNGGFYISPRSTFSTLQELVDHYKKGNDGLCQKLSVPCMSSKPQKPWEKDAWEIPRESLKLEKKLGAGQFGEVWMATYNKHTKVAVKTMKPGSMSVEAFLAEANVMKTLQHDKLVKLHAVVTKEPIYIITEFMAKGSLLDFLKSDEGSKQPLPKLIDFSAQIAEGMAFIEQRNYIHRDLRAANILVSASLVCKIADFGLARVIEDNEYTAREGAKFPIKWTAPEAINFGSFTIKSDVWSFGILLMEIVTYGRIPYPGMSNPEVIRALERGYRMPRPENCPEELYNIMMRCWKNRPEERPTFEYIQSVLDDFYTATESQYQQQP
TNF death inh = inhibitors of TNF-alpha triggered necroptosis, primary screen, cell-based, Jurkat FADD-/-, single concentration; Jurkat FADD-/- TNF necroptosis rescue, ATP luminescence, 24 h; 0 = TNF only, 100 = no-TNF cells; activation (protection from cell death), % at 10 µM; 220,000 compounds, 0.068% hits;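 active means activation, meaning protection from cell death, of at least 50% relative to plate controls; inactive means activation below 50%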;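 further: necroptosis triggered by 40 ng/mL TNF-alpha added together with compound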
Runt-CBFb FRET = inhibitors of RUNX1 Runt–CBFb binding, primary screen, biochemical, FRET, Cerulean-Runt, Venus-CBFb, uHTS | Runt-related transcription factor 1 (Homo sapiens) + Core-binding factor subunit beta … | Cerulean-Runt/Venus-CBFb FRET ratio 530/480, 1 h | inhibition, % at 20 µM | 220,000 compounds, 0.46% hits | AID 1496, 2009;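 active means inhibition over about 50% at 20 µM in the single-dose screen, limit read from the data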;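 further: 0% = DMSO wells and 100% = excess unlabeled CBFb competitor control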
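Measured by: fluorescence energy transfer, 422 nm excitation, 530/480 nm emission; Assay system: Cerulean-Runt domain; Medium: Tris pH 7.5 buffer with BSA; Measure: loss of energy transfer signal; Controls: 5 µM unlabeled CBFb as full-inhibition high control; Incubation: protein complex preformed 1 h, compound exposure 1 h, room temperature, dark.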
PERK inh = block of dimerizer-induced PERK translation repression, primary screen, PERK inhibitor project, CHO PERK-DD cells, SEAP luminescence, HTS; inhibition, % at 5.6 µM; Eukaryotic translation initiation factor 2-alpha kinase 3 (Homo sapiens), Q9NZJ5; 220,000 compounds, 0.17% hits; CHO PERK-DD fusion, SEAP luminescence translation reporter;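 active means inhibition above the mean inhibition of all tested compounds plus 3 SD, set separately per screening campaign, cut at about 2.9% in these data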;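 further: PERK kinase domain activated by AP20187 dimerizer at 100 nM; 0% = DMSO with dimerizer and 100% = rapamycin at 8.4 µM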
* = called active by the depositor; nt = no result given; & = joins results of further samples. Only part of the results is shown (hit frequency here may not be typical).

SMILES	EP2 modulator	RBBP9 inhibitor	L929 necroptosis	EP2 antag	Runt-SMMHC FRET	Hck Nef HTS	TNF death inh	Runt-CBFb FRET	PERK inh
C=CCn1c(O)c(C=NCCN2CCOCC2)c(=O)[nH]c1=S	33	-8	0.9	6	0	15	-1.4	0	0.6
CCC(C)/C=C(C)/C=C/C1=CC2=C(Cl)C(=O)C(C)(OC(C)=O)C(=O)C2=CO1 (stereo not drawn)	-26	6	-0.1	20	-27	-5	-3.9	-9	1.1
CN1CCN(c2nc([N+](=O)[O-])nn2C)CC1	22	-6	-0.1	10	-1	2	1.0	0	1.7
Cc1ccc(N(C)C(=O)Oc2ccc(C(=O)c3ccc(Cl)cc3)cc2)cc1	-14	-8	0.1	10	-1	0	3.0	1	0.7
CCc1c(C)nc(N)nc1N1N=C1SCC(N)=O	13	-6	-0.4	2	-1	-18	1.1	0	0.6
CC(=O)Nc1cc([As](=O)(O)O)ccc1O	19&22&24	-5&1	44&0.8	8&6&7	10&-1	-6&-4	0.5&6.2	6&2	-0.1&1.9
C=CCn1c(O)c(C(C)=NCCN2CCN(C(=S)NC)CC2)c(=O)[nH]c1=O	5	-9	0.8	10	0	17	0.5	0	-0.4
COc1ccccc1CN1CCN(Cc2ccc(Cl)cc2)CC1	-12	-8	-0.1	5	1	-5	1.4	-2	-0.7
O=C(N/N=C/c1c(O)n(-c2cccc3ccccc23)c(=O)[nH]c1=O)c1ccncc1	-4	-8	0.5	6	7	7	0.8	3	-0.5
O=c1[nH]c(=S)[nH]c(O)c1N=Nc1ccc(SC(F)F)cc1	-41	-6	0.4	5	-12	-2	-15	-1	0.6
CCN(CC)CCNCC(=O)Nc1ccc(Cl)cc1C(=O)c1ccccc1	2	-9	-0.2	6	2	-3	-1.5	2	-1.4
CC1CCN(C(=O)c2ccc(N3CC4CC(C3)c3cccc(=O)n3C4)c([N+](=O)[O-])c2)CC1 (stereo not drawn)	18	-3	-0.2	7	1	3	1.1	1	1.4
Cc1ccc(C2N(c3ccccn3)C(=O)C3CCCN32)o1 (stereo not drawn)	-8	4	0.8	3	1	19	0.1	2	0.8
C/C(=N\N=C(N)N)c1ccccc1	-16	-7	0.5	16	-2	17	1.4	-1	1.1
O=C1NC(=S)N(c2ccc(Cl)cc2)C(=O)/C1=C/N1CCN(C(=O)c2ccco2)CC1	-2	-7	0.8	17	2	2	-1.7	-2	0.8
C=CCn1c(O)c(C(CC)=Nc2cc(OC)ccc2OC)c(=O)[nH]c1=O	3	-3	0.8	6	1	5	-3.0	10	0.3
O=C(O)C1CN2CCC1CC2 (stereo not drawn)	12	-11	0.0	5	-2	0	-1.5	-2	0.5
CC(C)OC1CCCC(O)C1CC(=O)O (stereo not drawn)	10	2	1.1	10	-1	6	4.2	3	0.4
COc1ccc(N2CC2c2ccncc2)cc1 (stereo not drawn)	24	-6	-0.4	4	-2	5	-6.4	3	1.1
COc1ccc(-c2nc3ccccc3c(=O)n2-c2ccc(OC)cc2)cc1	1&40	-5	0.2	-1&4	-3	25	0.2	1	-0.4
CCOc1ccc(-n2c(O)c(N=Nc3ccc([N+](=O)[O-])cc3)c(=O)[nH]c2=O)cc1	35	0	0.5	6	-1	6	-2.4	0	0.7
CCOc1ccc(N2C(=O)NC(=O)/C(=C\c3cc(OC)c(OC)cc3[N+](=O)[O-])C2=O)cc1	-12	-6	0.2	13	-14	5	0.5	5	1.5
Cc1c(C=C2C(=O)N(C)C(=O)N(C)C2=O)c(=O)n(-c2ccccc2)n1C	-8	-7	0.2	1	-17	8	0.9	-15	1.2
COc1ccc(N2C(=O)NC(=O)C(CCc3ccncc3)(CCc3ccncc3)C2=O)cc1	22	0	-0.1	6	1	6	-1.8	0	0.6
Cc1c(C(c2ccc(O)cc2)c2c(O)c3ccccc3oc2=O)c(=O)n(-c2ccccc2)n1C (stereo not drawn)	2	-6	0.1	7	-2	4	1.1	-2	0.9
Cc1cc(C)nc(NC2=NCCS2)n1	44	-3	1.1	11	-6	1	-0.4	-2	0.3
COCCCN=Cc1c(O)[nH]c(=S)[nH]c1=O	-18	1	0.3	3	-4	12	-0.4	-1	1.2
NC(=O)CN1C2CCC1CC(NC(=O)C1CC1)C2 (stereo not drawn)	16	-2	1.3	5	-3	-1	0.4	0	0.4
CN1C(=O)N(C)C(=O)C2(Cc3cc([N+](=O)[O-])ccc3N(C)C2c2ccccc2)C1=O (stereo not drawn)	9	4	12	4	-2	2	0.6	-2	1.3
Cc1nn(Cc2ccccc2)c(C)c1C(=O)NCc1ccccc1	-28	1	0.2	8	-1	16	0.2	-1	0.2
C=CCn1c(O)c(C(C)=Nc2cccc(C(=O)O)c2)c(=O)[nH]c1=O	4	-1	0.5	8	0	18	-0.2	2	0.9
O=C(Cc1ccccc1)N1CCN(Cc2cccnc2)CC1	16	-7	-0.4	7	-4	2	-2.1	1	0.8
COc1ccc(CC2C(=O)NC(=O)N(c3ccccc3)C2=O)c(OC)c1 (stereo not drawn)	4	-6	2.7	17	-6	2	0.8	-3	1.1
N#Cc1ccc(NC(=O)CN2CCCC2)cc1Cl	-26	-13	1.0	2	0	22	1.9	0	0.4
O=[N+]([O-])[N-][n+]1cnn(Cc2ccccc2)c1	13	-7	-0.2	5	1	-21	0.1	0	-0.1
CCSc1nnc([C@@H](N)Cc2ccccc2)o1	17	-10	-1.1	7	4	-2	1.0	2	0.4
COc1cccc(C2(O)CCN(CC(=O)Nc3nc(C)cs3)CC2)c1	0	-5	0.7	4	-1	4	0.8	-1	0.8
COC(=O)C(O)(c1ccc(N(C)C(=O)OC(C)C)cc1)C(F)(F)F (stereo not drawn)	-6	-2	1.0	7	0	6	-1.0	-1	1.6
O=C(c1ccc(-c2ccccc2)c(F)c1)C1CCCN(CCO)C1 (stereo not drawn)	-59	-9	0.5	1	2	19	5.8	-2	0.2
O=C(CF)NC(NC(=S)Nc1cccc([N+](=O)[O-])c1)C(Cl)(Cl)Cl (stereo not drawn)	-55	-10	1.4	12	3	-24	-0.6	3	1.2
O=C(CCN1C(=O)COc2ccccc21)N1CCC2(CC1)OCCO2	-18	-5	2.0	9	6	3	0.2	-1	0.1
c1ccc2c(c1)Nc1ccccc1S2	-4	3	2.0	15	2	6	-0.4	0	0.7
CN(c1ccc(OCC(=O)N2CCN(C/C=C/c3ccccc3)CC2)cc1)S(=O)(=O)c1cccs1	-39	-5	0.3	9	0	17	-5.5	-6	0.5
COc1ccc(CCNCc2cccc(C(F)(F)F)c2)cc1OC	23	-3	0.6	7	4	20	3.1	0	-0.2
CCCC(C)n1[nH]c(=O)c2c1NC(=O)CSC2c1ccc(OC)cc1 (stereo not drawn)	9	3	0.8	7	3	0	1.3	0	0.4
O=C(COC(=O)c1cccc(O)c1)Nc1ccc(Cl)cc1C(=O)c1ccccc1	31	-15	2.7	8	1	2	-0.8	2	0.5
Cc1cccc(C(O)(C(=O)NNC(=O)CN2CCN(C)CC2)c2cccc(C)c2)c1	10	2	-0.1	5	0	1	0.6	1	1.3
O=C(Cn1nc(-c2ccc(Cl)cc2)ccc1=O)N1CCC2(CC1)OCCO2	9	-2	0.6	5	2	-1	0.3	0	1.3
CCCCCCC(=O)c1c(O)n(-c2ccc(OC)cc2)c(=O)[nH]c1=O (tested in a mixture with another compound)	16	-5	0.9	2	5	17	0.6	-1	0.6
CC(C)CC12CN3CCN(CC(C3)/C1=N/O)C2	13	-3	-0.2	5	3	3	-1.3	1	1.4
CN1CCN(c2ccc(F)cc2N)CC1	-2	-7	2.5	3	-2	12	1.8	-1	0.3
COCCn1cc(C(=O)N2CCC3(CC2)OCCO3)c2c3ccccc3n(C)c2c1=O	12	-6	-0.4	5	-2	-2	-3.0	2	-1.1
CCCCn1c(O)c(C=NCCN2CCCCC2)c(=O)[nH]c1=O	-13	-11	0.3	16	2	-2	-0.8	-2	0.2
Cc1cc(Cl)ccc1OCCCC(=O)NCc1cccs1	-69	-6	1.0	14	-4	1	0.3	0	0.6
Cc1cc(C)nc(NS(=O)(=O)c2ccc(N=Cc3c(O)n(C)c(=O)n(C)c3=O)cc2)n1	27	-4	2.7	8	-8	8	-1.4	2	1.1
COC(=O)C(O)(c1ccc(N(C)C(=O)c2ccc(Cl)c(Cl)c2)cc1)C(F)(F)F (stereo not drawn)	1	2	2.0	4	2	2	1.7	-1	0.0
C[C@]12CCC(=O)C=C1CC[C@@H]1[C@@H]2CC[C@@]2(C)[C@H]1CC[C@]2(C)O	nt	-4	nt	nt	1	nt	nt	3	0.7
CCOc1ccc(-n2c(O)c(C=NCCN3CCNCC3)c(=O)[nH]c2=O)cc1	26	5	0.4	8	-1	4	0.5	1	0.2
CSc1ccc(CN2CCN(Cc3ccccc3Cl)CC2)cc1	23	5	-0.3	5	-2	21	-1.0	-2	0.3
CN1CCN(c2ccc(NC(=O)Oc3ccccc3)cc2)CC1	-29	-5	0.5	22	2	0	0.0	4	0.5
(cont.)
SMILES	EP2 modulator	RBBP9 inhibitor	L929 necroptosis	EP2 antag	Runt-SMMHC FRET	Hck Nef HTS	TNF death inh	Runt-CBFb FRET	PERK inh
O=C(Cn1ncc2ccsc2c1=O)N1CCC2(CC1)OCCO2	-11	-4	0.4	10	-2	0	0.6	-1	0.3
CC(=O)Nc1cc(C(=O)N2CCC3(CC2)OCCO3)ccc1S(=O)(=O)c1ccc(C)cc1	8	-5	1.1	14	2	1	0.5	3	0.4
Cc1ccc(CN2CCN(C)CC2)c(C)c1	21	-7	0.6	8	1	-5	2.7	-1	0.7
O=C(CF)NC(NC(=S)Nc1ccccc1O)C(Cl)(Cl)Cl (stereo not drawn)	-24	-6	1.3	3	nt	15	1.3	nt	-0.3

High-throughput results as filed in PubChem BioAssay.
